# p53null 32C tox: p53 null cell cytotoxicity, permissive temperature. H1299-neo p53 null cells, ATP luminescence, 24 h, 32C. Potency, µM (top dose mostly 46.1 µM), for inactives: at the highest dose activity change, negative = cytotoxicity, usual class: cytotoxic. 0.62% of 55,000 active. AID 903;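 further: potency means the concentration at half of the fitted maximal effect; 0% = DMSO only and -100% = full killing by 100 µM tamoxifen; nearly all actives have a fitted effect of over 55% in size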
#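 Cytotoxicity: H1299-neo (no p53), 32C, 24 h treatment. Concentrations up to 46 uM. Readout cellular ATP, luminescence. Normalization to DMSO basal and tamoxifen 100 uM maximal kill.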
# GALK inh: inhibitors of human galactokinase (GALK); recombinant GALK, Kinase-Glo ATP luminescence, 1 h; Potency, µM (top dose mostly 57.5 µM), for inactives: top-dose activity, negative = inhibition, most hits filed as inhibitors; 44,000 tested, under 10 active;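 further: plate controls were full GALK reaction for no effect and reaction lacking GALK for full effect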
# Target sequence (P51570 whole entry, looked up): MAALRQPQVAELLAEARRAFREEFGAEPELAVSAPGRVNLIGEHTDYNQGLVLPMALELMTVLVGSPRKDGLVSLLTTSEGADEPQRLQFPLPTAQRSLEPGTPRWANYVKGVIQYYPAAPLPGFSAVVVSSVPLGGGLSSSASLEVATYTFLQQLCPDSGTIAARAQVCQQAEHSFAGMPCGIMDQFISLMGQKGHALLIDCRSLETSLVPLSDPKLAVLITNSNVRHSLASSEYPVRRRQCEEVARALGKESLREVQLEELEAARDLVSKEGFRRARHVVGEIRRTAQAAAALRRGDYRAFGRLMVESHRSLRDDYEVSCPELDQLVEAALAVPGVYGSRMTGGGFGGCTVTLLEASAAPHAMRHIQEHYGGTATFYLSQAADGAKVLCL
#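 5 nM GALK; 35 uM ATP; 100 uM D-galactose; 20 mM HEPES pH 8.0, 5 mM MgCl2, 60 mM NaCl, 1 mM DTT, 0.01% BSA; 1 h RT; Kinase-Glo Plus luminescence.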
# NTMT1 inhibitor: NTMT1 methyltransferase inhibition; Q9BV86; NTMT1 MTase-Glo SAH luminescence, purified enzyme; Potency, µM (titrated, usually from 114 µM), for inactives: at the top dose activity change, negative = inhibition, hits mostly inhibitors; 2.5% of 59,000 active;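 further: potency means the concentration at half of the fitted maximal effect; plate controls were DMSO vehicle for no effect and no enzyme for full effect; nearly all actives have a fitted effect of over 65% in size; many of its hits are not listed in these tables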
# Target sequence (Q9BV86 whole entry, looked up): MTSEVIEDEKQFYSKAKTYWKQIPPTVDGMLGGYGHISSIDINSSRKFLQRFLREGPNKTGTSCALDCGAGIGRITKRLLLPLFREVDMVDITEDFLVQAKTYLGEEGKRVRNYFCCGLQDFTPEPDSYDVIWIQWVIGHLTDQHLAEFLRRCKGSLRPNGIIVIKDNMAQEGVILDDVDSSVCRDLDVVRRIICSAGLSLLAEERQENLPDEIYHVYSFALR
# FH mod: Identification of activators of human fumarate hydratase by quantitative high-throughput screening. Fumarate hydratase, mitochondrial (Homo sapiens), P07954. FH coupled MDH/diaphorase resazurin fluorescence, 15 min. Potency, µM (doses to about 79.9 µM), for the others: at the top dose activity change, negative = inhibition, usual class: inhibitors. 0.22% of 54,000 active. AID 1347055, 2019; further: potency means the concentration at half of the fitted maximal effect; on the % scale 0 is the no-effect control and ±100 the full control effect; the screen sought activators but most active calls are inhibition curves; nearly all actives have a fitted effect of over 45% in size
# p53null 39C tox: kills p53 null cells at the nonpermissive temperature. 0.97% of 55,000 active. H1299 p53-null (neo) cells, 39C, ATPlite viability, 24 h. Potency, µM (highest dose often 46.1 µM), inactives show at the highest dose activity, negative = cell killing, most hits filed as cytotoxic;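 further: potency means the concentration at half of the fitted maximal effect; 0% = DMSO only and -100% = full killing by 100 µM tamoxifen; nearly all actives have a fitted effect of over 50% in size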
#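 H1299 lung cancer cells, p53-null (H1299-neo) or expressing p53 A138V (H1299-p53A138V), were plated overnight at 37C, then exposed to compounds at up to 46 uM for 24 hr at 39C. Viability was read by ATP-based luminescence.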
# TSG101-PTAP inh: inhibitors of HIV-1 PTAP binding to human TSG101, validation | Q99816 | Fluorescence polarization, FITC-PTAP peptide/Tsg101, 20 min | Potency, µM (highest dose often 115 µM), without a hit: top-dose activity change, negative = inhibition, hits mostly inhibitors | 44,000 tested, under 10 active | AID 1347069; further: potency means the concentration at half of the fitted maximal effect; 0% is about no effect
# Target sequence (Q99816 whole entry, looked up): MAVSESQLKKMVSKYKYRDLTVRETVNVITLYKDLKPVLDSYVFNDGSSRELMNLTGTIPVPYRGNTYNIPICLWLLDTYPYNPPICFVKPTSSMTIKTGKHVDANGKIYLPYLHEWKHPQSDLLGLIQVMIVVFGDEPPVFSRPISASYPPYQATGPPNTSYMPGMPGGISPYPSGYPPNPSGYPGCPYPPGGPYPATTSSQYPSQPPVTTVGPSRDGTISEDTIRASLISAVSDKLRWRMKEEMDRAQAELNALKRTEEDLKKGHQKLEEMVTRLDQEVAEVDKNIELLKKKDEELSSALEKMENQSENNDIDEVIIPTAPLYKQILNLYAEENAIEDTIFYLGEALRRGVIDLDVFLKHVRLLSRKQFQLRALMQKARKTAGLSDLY
#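 Fluorescence polarization: Tsg101 binding domain (10 uM final) in 10 mM HEPES pH 7.5, 0.15 M NaCl, 0.01% Tween 20, 3 mM EDTA, 0.1 mM TCEP; compounds pinned; FITC-PTAP peptide 50 nM final; 20 min, r.t.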
# B2AR arrestin ag: agonists recruiting beta-arrestin to human beta2-adrenergic receptor; P07550; HTLA Tango cells, beta-arrestin recruitment, luciferase luminescence, 18 h; Potency, µM (highest dose often 46.1 µM), for the others: at the highest dose activation, usual class: activators; 44,000 tested, under 10 active; AID 1347077;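 further: potency means the concentration at half of the fitted maximal effect; 0% = DMSO and full agonism = EC100 isoproterenol or metaproterenol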
#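 First, Tango cells carrying beta2-AR and beta-arrestin fusions received compound up to 46 microM. After 18 hr at 37 degrees C, luciferase substrate was added for 15 minutes, then luminescence gave %Activity for curve fitting.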
# Numbers without * were called inactive; ? = inconclusive; / = no result given; [ ] = remark or other dose. The call rests on the fitted dose curve; in most records, active means well fitted curve in the direction sought with a large enough effect; inconclusive means small, poorly fitted or top-dose-only effect, or another doubt; inactive means no such curve, though single readings can be large; an effect the other way counts as inactive or inconclusive. Only part of the results is shown. The share of hits here may be higher or lower than overall.
# Key to letters – A = p53null 32C tox; B = GALK inh; C = NTMT1 inhibitor; D = FH mod; E = p53null 39C tox; F = TSG101-PTAP inh; G = B2AR arrestin ag
CCOCCCn1c(SCC(=O)Nc2cccc(OC)c2)nc2ccccc2c1=O
  A: -2%	B: 0%	C: 5%	D: -33%	E: 13%	F: -4%	G: -2%

COC(=O)c1ccc(OC)c(CN2C(=O)N(c3ccc(C(C)=O)cc3)S(=O)(=O)c3ccccc32)c1
  A: -6%	B: -1%	C: 6%	D: -23%	E: -5%	F: -4%	G: -1%

Cc1nn(-c2ccc3nnc(C)n3n2)c(C)c1CCC(=O)Nc1ccc(OC(F)(F)F)cc1
  A: 4%	B: 2%	C: 2%	D: 0%	E: 7%	F: -3%	G: -1%

CCOc1ccc(CNC(=O)c2ccc3c(c2)nc2n3CCOC2)cc1OC
  A: -4%	B: 1%	C: 20%	D: -2%	E: -15%	F: -9%	G: -1%

COc1ccc(CCNC(=O)C(=O)Nc2ccc(C)c(C)c2)cc1OC
  A: -4%	B: -6%	C: -1%	D: -6%	E: -4%	F: -7%	G: 2%

CCc1ccccc1NC(=O)CN1C(=O)C2CCCN2c2ccc(S(=O)(=O)N(CC)CC)cc21 (stereo unspecified)
  A: -6%	B: -1%	C: 1%	D: -44%	E: 0%	F: -1%	G: 0%

Cc1ccccc1-c1nc(SCC(=O)N(C)c2ccccc2)c2c(=O)n(C)c(=O)n(C)c2n1
  A: 6%	B: -4%	C: 1%	D: -10%	E: -23%	F: -8%	G: 0%

Cc1ccc2c(c1)c1c(c(=O)n(-c3ccccc3C)c(=O)n1Cc1cccc(F)c1)n2C
  A: 6%	B: 1%	C: -2%	D: -23%	E: 20%	F: -9%	G: 1%

Cn1c(SCC(=O)Nc2ccccc2)nnc1-c1ccccc1
  A: 1%	B: 0%	C: 2%	D: 3%	E: 18%	F: -2%	G: -1%

COc1cc(CNC(=O)c2ccc3c(c2)c(C)c(C)n3Cc2cccc(C)c2)cc(OC)c1OC
  A: 5%	B: -2%	C: 4%	D: ?	E: 1%	F: -3%	G: 0%

CCC(CC)c1nn2c(=O)cc(COc3ccc(NC(=O)c4cccc(Cl)c4)cc3)nc2s1
  A: -3%	B: -3%	C: 13%	D: 6%	E: 1%	F: -1%	G: 1%

CCCCOc1cccc(C2c3c(oc4ccccc4c3=O)C(=O)N2c2ccccn2)c1 (stereo unspecified)
  A: -3%	B: 0%	C: -1%	D: 13%	E: -25%	F: 0%	G: 0%

CCC(=O)N1CCc2cc(CNS(=O)(=O)c3ccc(Cl)s3)ccc21
  A: -14%	B: -1%	C: 6%	D: -4%	E: -13%	F: -11%	G: 0%

Cc1ccc2oc(C(=O)Nc3cccc(Cl)c3)cc(=O)c2c1
  A: -2%	B: 1%	C: ?	D: 7%	E: 7%	F: -6%	G: 0%

CCOC(=O)c1cccc(NC(=O)CCCn2c(C)c3cnn(-c4ccccc4)c(=O)c3c2C)c1
  A: -9%	B: 1%	C: 8%	D: -9%	E: -6%	F: -6%	G: -2%

CCOCCCNC(=O)NC(CCC(C)C)c1c(-n2cccc2)sc2c1CCN(C)C2 (stereo unspecified)
  A: 5%	B: 0%	C: 1%	D: 12%	E: 10%	F: -3%	G: 2%

COc1cc(C2c3c(-c4ccccc4O)n[nH]c3C(=O)N2Cc2ccncc2)ccc1O (stereo unspecified)
  A: 8%	B: 2%	C: -4%	D: -29%	E: -19%	F: 0%	G: 0%

Cc1ccccc1-c1nc(CN2CCCC(C(=O)NCc3ccc(Cl)cc3)C2)c(C)o1 (stereo unspecified)
  A: 2%	B: 0%	C: -6%	D: -24%	E: -8%	F: 0%	G: 0%

Cc1ccc(Nc2nc3c(S(=O)(=O)c4ccccc4)nnn3c3ccsc23)c(C)c1
  A: 4%	B: -8%	C: -2%	D: 1%	E: -20%	F: 1%	G: 0%

COc1cc(C(CC(=O)NCCC(C)C)N2Cc3ccccc3C2=O)cc(OC)c1OC (stereo unspecified)
  A: 4%	B: 1%	C: -12%	D: -11%	E: -2%	F: -1%	G: -1%

Cc1ccc(C)c(N2CCN(C(=O)CCS(=O)(=O)c3ccc4c(c3)CC(=O)N4C)CC2)c1
  A: -5%	B: 1%	C: -5%	D: 26%	E: -2%	F: 5%	G: -1%

CCCCc1cc(=O)oc2cc(C)c3c(C)coc3c12
  A: 1%	B: 3%	C: ?	D: -27%	E: 0%	F: 0%	G: 0%

O=C(Cn1c(=O)c2cccn2c2cccnc21)NCc1ccccc1F
  A: 3%	B: 0%	C: -5%	D: 8%	E: 10%	F: 2%	G: 2%

CC1CCN(Cc2c(O)ccc3c(=O)c(Oc4ccccc4Cl)c(C(F)(F)F)oc23)CC1
  A: 1%	B: 4%	C: -3%	D: -13%	E: -18%	F: -3%	G: 0%

CCCCNC(=O)Cn1c(=O)cc(C)c2c(C)nn(-c3ccc(CC)cc3)c21
  A: -2%	B: ?	C: 5%	D: 4%	E: -2%	F: 0%	G: 6%

COc1ccc(NCc2cc3cc4c(cc3n(CC(=O)Nc3ccc(C)cc3)c2=O)OCO4)cc1
  A: 13%	B: 0%	C: -2%	D: -15%	E: 23%	F: -3%	G: 0%

COc1ccccc1N1CCN(C(=O)c2cn(C)c3ccc(S(=O)(=O)N4CCOCC4)cc3c2=O)CC1
  A: -2%	B: -1%	C: -6%	D: 9%	E: -2%	F: -2%	G: 1%

Cc1cccc(C(=O)Nc2cc3c(cc2N2CCCCC2)n(C)c(=O)n3C)c1
  A: -3%	B: 1%	C: /	D: /	E: 9%	F: -5%	G: 1%

COc1cc(CN(C(=O)c2ccc(Cl)cc2)C2CCS(=O)(=O)C2)cc(OC)c1OC (stereo unspecified)
  A: -2%	B: -1%	C: 3%	D: -9%	E: -26%	F: 0%	G: 1%

COc1cc(Cl)c(C)cc1Nc1nc2ccccc2nc1NS(=O)(=O)c1ccccc1
  A: -8%	B: 2%	C: 1%	D: -19%	E: -2%	F: -7%	G: 1%

Cc1ccc(C)c(CN2C(=O)c3ccccc3S(=O)(=O)c3ccc(C(=O)N4CCN(c5ccccc5F)CC4)cc32)c1
  A: 3%	B: 9%	C: 13%	D: -6%	E: 6%	F: -1%	G: -1%

COc1cc(NC(=O)CNS(=O)(=O)c2cccs2)cc(OC)c1OC
  A: 4%	B: 1%	C: -9%	D: 2%	E: 20%	F: 4%	G: 0%

COc1ccc(NC(=O)c2c(C)oc3ccc(O)c(CN4CCC(C)CC4)c23)cc1
  A: 4%	B: 2%	C: /	D: /	E: -1%	F: 1%	G: 7%

Cc1c(Cl)cccc1N1CC(c2nc3ccccc3n2Cc2ccccc2F)CC1=O (stereo unspecified)
  A: -14%	B: 9%	C: ?	D: -25%	E: 0%	F: -6%	G: 0%

COc1ccc(C(=O)NCCn2cc(SCc3cc(C)ccc3C)c3ccccc32)cc1
  A: /	B: 2%	C: 4%	D: -11%	E: /	F: 1%	G: -1%

Cc1ccnc(NS(=O)(=O)c2cc(-c3cc(C)no3)ccc2C)c1
  A: -3%	B: 1%	C: 18%	D: 2%	E: -28%	F: -6%	G: 0%

CCOc1ccc(Nc2oc(-c3ccc(COc4ccc(C)cc4)o3)nc2C#N)cc1
  A: -21%	B: 2%	C: 5%	D: -2%	E: -12%	F: 2%	G: -2%

Cc1ccc(S(=O)Cc2ccc(C(=O)NC3CCCCCC3)o2)cc1 (stereo unspecified)
  A: 5%	B: 3%	C: -13%	D: -19%	E: 1%	F: 0%	G: 1%

Cc1ccc(Nc2nc(C)c(NC(=O)c3ccc(C)cc3)c(Nc3ccc(C)cc3)n2)cc1
  A: 10%	B: 3%	C: ?	D: ?	E: -1%	F: 7%	G: 1%

CCOc1ccccc1NC(=O)Cn1cc(C(=O)c2cccc(OC)c2)c(=O)c2ccc(C)nc21
  A: -11%	B: 3%	C: -27%	D: 6%	E: -14%	F: 26%	G: 3%

COc1ccccc1-c1nc(SCC(=O)c2ccc(Cl)cc2)n[nH]1
  A: 17%	B: 0%	C: -2%	D: -12%	E: -12%	F: 2%	G: 0%

CCOC(=O)c1c(C)[nH]c(C)c1S(=O)(=O)N1CCN(c2cc(Cl)ccc2C)CC1
  A: 43%[activator]	B: -3%	C: 19%	D: ?	E: ?	F: -6%	G: -1%

CCOc1ccccc1Nc1nnc(-c2cc3cc(Cl)ccc3oc2=O)s1
  A: 0%	B: -1%	C: 13%	D: -6%	E: 0%	F: 1%	G: -3%

CCOc1ccc(Nc2cc(C(=O)NCc3ccccc3Cl)c3ccccc3n2)cc1
  A: -12%	B: -1%	C: 9%	D: 0%	E: 5%	F: 0%	G: 0%

Cc1nc2ccn(Cc3cccs3)c(=O)c2cc1C(=O)NCc1ccc(Cl)cc1
  A: 8%	B: 0%	C: /	D: /	E: ?	F: -1%	G: 1%

# In the list so far, two contain a CF3 group:
# Key to letters – A = p53null 32C tox; B = GALK inh; C = NTMT1 inhibitor; D = FH mod; E = p53null 39C tox; F = TSG101-PTAP inh; G = B2AR arrestin ag
Cc1nn(-c2ccc3nnc(C)n3n2)c(C)c1CCC(=O)Nc1ccc(OC(F)(F)F)cc1
  A: 4%	B: 2%	C: 2%	D: 0%	E: 7%	F: -3%	G: -1%

CC1CCN(Cc2c(O)ccc3c(=O)c(Oc4ccccc4Cl)c(C(F)(F)F)oc23)CC1
  A: 1%	B: 4%	C: -3%	D: -13%	E: -18%	F: -3%	G: 0%

# Additional compounds:
# Key to letters – A = p53null 32C tox; B = GALK inh; C = NTMT1 inhibitor; D = FH mod; E = p53null 39C tox; F = TSG101-PTAP inh; G = B2AR arrestin ag
Cc1cc(C)cc(OCCSc2nc(-c3ccc(C(C)(C)C)cc3)nc3cc(=O)[nH]n23)c1
  A: 0%	B: -4%	C: /	D: /	E: -30%	F: -6%	G: 1%

O=C(NCc1ccccc1Cl)C1CCN(S(=O)(=O)Cc2ccccc2)CC1
  A: 6%	B: -10%	C: /	D: /	E: -1%	F: 0%	G: 0%

COc1ccccc1N1CCN(C(=O)C2CCN(S(=O)(=O)c3cccc4nonc34)CC2)CC1
  A: 8%	B: -1%	C: 7%	D: -2%	E: 3%	F: -3%	G: -3%

Cc1cc(NC(=O)C(C)C)cc(-c2nc3ncccc3o2)c1O
  A: /	B: 9%	C: 3%	D: 1%	E: /	F: -4%	G: 1%

Cc1ccc(C)c(NC(=O)Cn2c(=O)n(CCCS(=O)(=O)C3CCCCC3)c(=O)c3ccccc32)c1
  A: 9%	B: 1%	C: ?	D: -6%	E: -2%	F: -3%	G: 0%

CC1CCCCN1CCCNC(=O)Cn1ncc2c3ccccc3n(C)c2c1=O (stereo unspecified)
  A: -3%	B: 3%	C: -4%	D: -19%	E: -12%	F: 3%	G: -4%

COc1ccc(-c2ccc(NS(=O)(=O)c3ccccc3)cc2)nn1
  A: -1%	B: -1%	C: 6%	D: -4%	E: 22%	F: -1%	G: 4%

Cc1oc2c(c1C(=O)Nc1ccc(OC(F)(F)F)cc1)C1=NCCN1C=N2
  A: -4%	B: -2%	C: -2%	D: -5%	E: -8%	F: 3%	G: 0%
